Compound activity: PubChem, Sanford-Burnham Center for Chemical Genomics
Apaf-1 inh: human Apaf-1 inhibition; 0.71% of 330,000 active; inhibition, % at 20 µM; O14727; AID 489030; reconstituted apoptosome caspase-3 activity, DEVD-Rh110 fluorescence; active = inhibition of at least 40% at 20 µM;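 note: plate controls were DMSO wells for no effect and DEVD-CHO caspase inhibitor wells for full effect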
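Assay system – apoptosome proteins · Medium – Hepes buffer, pH 7.5 · Also added – cytochrome c with DEVD-Rh110 · Timing – 30 min compound preincubation, 50 min activation, room temperature · Detection – Rh110 fluorescence, excitation 480 nm, emission 540 nm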
SENP8 block-1: inhibitors of human SENP8 protease. recombinant SENP8, Nedd8 substrate fluorescence. inhibition, % at 20 µM. 0.64% of 360,000 active. AID 602440; in the data active = inhibition mostly above about 40%, no sharp cut-off; inactive = mostly below about 27%
Target sequence (Q96LD8 whole entry, looked up): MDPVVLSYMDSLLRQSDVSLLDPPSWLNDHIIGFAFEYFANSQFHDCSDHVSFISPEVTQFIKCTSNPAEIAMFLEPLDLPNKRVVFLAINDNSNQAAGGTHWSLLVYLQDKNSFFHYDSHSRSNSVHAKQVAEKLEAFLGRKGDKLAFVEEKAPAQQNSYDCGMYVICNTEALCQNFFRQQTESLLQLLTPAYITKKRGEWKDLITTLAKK
PfG6PD inh: PfG6PD (Plasmodium falciparum) enzyme inhibition; 0.78% of 350,000 active; PfGluPho enzyme, NADPH resazurin-diaphorase fluorescence; inhibition, % at 20 µM;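 active = inhibition reaching at least a set limit at 20 µM in the primary screen, cut at about 59% in these data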;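 note: 0% = DMSO wells with substrate and 100% = DMSO wells lacking glucose-6-phosphate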
SENP6 block: blocks the human protease SENP6 | Q9GZR1 | Recombinant SENP6 catalytic domain, aminoluciferin luminescence | inhibition, % at 10 µM | 1.8% of 330,000 active;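 active = inhibition above about 50% at the single tested dose, limit read from the data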;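 note: plate controls were DMSO wells with enzyme for no effect and DMSO wells lacking enzyme for full effect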
Target sequence (Q9GZR1 628-1112 limits assumed): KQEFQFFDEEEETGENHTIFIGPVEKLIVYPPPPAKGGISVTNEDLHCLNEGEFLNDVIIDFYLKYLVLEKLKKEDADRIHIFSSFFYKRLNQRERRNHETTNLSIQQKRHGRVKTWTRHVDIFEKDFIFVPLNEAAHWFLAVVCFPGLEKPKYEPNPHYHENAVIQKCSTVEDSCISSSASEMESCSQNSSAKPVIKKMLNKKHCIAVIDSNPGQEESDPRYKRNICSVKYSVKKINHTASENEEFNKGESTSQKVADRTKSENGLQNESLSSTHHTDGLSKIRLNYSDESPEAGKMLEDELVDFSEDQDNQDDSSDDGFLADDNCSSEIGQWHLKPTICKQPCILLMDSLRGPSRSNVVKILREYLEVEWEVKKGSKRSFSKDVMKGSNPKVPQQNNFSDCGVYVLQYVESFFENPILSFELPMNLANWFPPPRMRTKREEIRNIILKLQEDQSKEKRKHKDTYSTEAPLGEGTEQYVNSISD
SENP8 block-2: inhibitors of human SENP8 protease | purified SENP8, Z-RLRGG-aminoluciferin cleavage, luminescence | inhibition, % at 10 µM | 1.2% of 330,000 active | AID 2540; in the data active = inhibition above about 50%
HKDC1 inhibitor: blocks human hexokinase HKDC1 activity; Q2TB90; recombinant HKDC1, G6PDH/diaphorase resazurin coupled fluorescence; inhibition, % at 20 µM; AID 493160; 0.16% of 340,000 active;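 active = inhibition above about 35% when tested at 20 µM, limit read from the data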;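 note: plate controls were DMSO wells with enzyme for no effect and DMSO wells lacking enzyme for full effect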
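System: Recombinant HKDC1 hexokinase | Amount: HKDC1 at 5 µg/mL | Reagent: Glucose with 1 mM ATP | Doses: Single 20 µM dose | Incubation: Reaction time 90 min, room temperature, protected from light | Signal: Coupled resazurin fluorescence, excitation 525 nm, emission 613 nm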
NLRP3 yeast inh: NALP3 inhibition in yeast; 0.39% of 330,000 active; AID 2825; Yeast reconstituted NLRP3/ASC/caspase-1, beta-gal luminescence, 24 h; inhibition, % at 10 µM;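 active = inhibition of 50% or more; inactive = inhibition below 50%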;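 note: plate controls were induced DMSO wells for no effect and uninduced yeast grown without galactose for full effect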
SENP7 inh: SENP7 protease inhibition; Q9BQF6; recombinant SENP7, Z-RLRGG-aminoluciferin luminescence, 40 min; inhibition, % at 5 µM; 1.5% of 330,000 active; AID 434973;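 active = inhibition above about 50% at the single test dose, limit read from the data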;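 note: plate controls were DMSO with enzyme for no effect and no enzyme buffer wells for full effect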
Target sequence (Q9BQF6 706-1050 limits assumed): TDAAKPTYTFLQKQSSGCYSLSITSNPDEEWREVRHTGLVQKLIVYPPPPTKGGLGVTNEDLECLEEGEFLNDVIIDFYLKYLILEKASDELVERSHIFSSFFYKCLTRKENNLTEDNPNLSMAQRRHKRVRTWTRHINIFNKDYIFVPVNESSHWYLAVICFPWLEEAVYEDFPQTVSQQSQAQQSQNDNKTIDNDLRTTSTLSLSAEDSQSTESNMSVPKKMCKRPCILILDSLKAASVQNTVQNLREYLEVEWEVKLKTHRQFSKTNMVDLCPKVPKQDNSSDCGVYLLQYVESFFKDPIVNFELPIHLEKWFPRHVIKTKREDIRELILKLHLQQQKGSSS
SENP1 FRET inh: inhibitors of human SENP1 SUMO protease catalytic domain; recombinant SENP1 catalytic domain, CyPet-SUMO1-YPet FRET cleavage; inhibition, % at 10 µM; 0.21% of 360,000 active; AID 624204;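 active = inhibition at least 30% at 10 µM, raw YFP signal under a set limit, fluorescence ratio 0.5 to 1.5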;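 note: 0% = enzyme with DMSO and 100% = no enzyme wells; some results filed as inactive read as strong as hits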
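Assay system – human recombinant His6-tagged SENP1 catalytic domain enzyme · Input – SENP1 enzyme, 20 pM final · Buffer or medium – Tris pH 8 buffer plus EDTA, NaCl, BME, BSA, NP40, catalase · Schedule – 50 min reaction at room temperature · Technique – FRET read of cyan and yellow fluorescence · Control set – no-enzyme wells low, DMSO-plus-enzyme wells high control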
The depositor's hits bear a star; i = inactive; . = not tested or not shown.

SMILES	Apaf-1 inh	SENP8 block-1	PfG6PD inh	SENP6 block	SENP8 block-2	HKDC1 inhibitor	NLRP3 yeast inh	SENP7 inh	SENP1 FRET inh
Cc1cc(-c2ccc(C)c(S(=O)(=O)NCCCN3CCN(c4ccccc4F)CC3)c2)on1	18	11	1	-1	-4	-2	9	1	0
CCn1c(Cc2ccc(OC)cc2)nnc1SCC(=O)Nc1ccc(N2CCOCC2)cc1	5	10	8	-15	3	-6	-9	-1	1
O=C(CN(C(=O)CSc1nc2ccccc2o1)c1ccccc1)NC1CCCCC1	-14	17	-8	-12	2	-5	15	5	3
COCCN1C(=O)N[C@@H](c2cccc(C(F)(F)F)c2)[C@@H](C(=O)OC)[C@H]1C	-1	13	0	-1	1	1	2	0	1
COC(=O)C1=C(C)N(c2ccc(F)c(Cl)c2)C(=O)C1	6	-5	11	-4	3	1	9	1	-2
CCC1(C)Cc2c(sc3nn[nH]c(=O)c23)CO1 (stereo not given)	-6	4	15	8	4	-4	-15	4	1
NNC(=O)CNC(c1ccccc1)c1cc(Br)ccc1NC(=O)c1cccc(Cl)c1 (stereo not given)	7	15	12	5	5	-1	19	12	2
CC(C)(O)CC[C@@H](O)[C@](C)(O)C1CC[C@@]2(O)C3=CC(=O)[C@]4(O)C[C@@H](O)[C@@H](O)C[C@]4(C)C3CC[C@]12C (stereo not given in full)	5	3	-5	-16	3	3	19	4	0
CSCCC(NC(=O)c1ccco1)C(=O)O (stereo not given)	5	14	-7	-8	2	-1	0	6	0
COC(=O)c1ccc(CSc2ccccc2C)o1	-2	19	8	-16	1	10	24	3	-3
O=C(CCC1CCCCC1=O)c1ccccc1 (stereo not given)	-2	21	-3	-1	-16	-4	14	-8	0
S=c1[nH]c2cc(Br)cnc2[nH]1	8	-10	33	-24	8	6	9	8	-9
CCc1ccccc1NC(=O)C1C2C=CC(O2)C1C(=O)O (stereo not given)	-1	11	-2	7	-1	2	8	0	1
COC(=O)C1CCN(C(=O)COC(=O)C2CCN(S(=O)(=O)c3ccc(C)c(C)c3)CC2)CC1	17	11	9	-18	-11	-5	6	10	3
CN1CCN(C(N)=NC(=O)c2ccccc2)CC1	-4	18	-6	6	0	-7	10	4	-2
Cc1cc(C)cc(N(CCC#N)C(=O)CSc2n[nH]c(N)n2)c1	0	-1	-2	-14	1	-5	6	-18	-1
O=C1N(Cc2cccc(Cl)c2)C[C@@H]2C[C@@H](c3ccccn3)N3CCC[C@@]123	-5	3	4	1	1	-5	-6	5	-5
c1ccc(CCNCC2COc3ccccc3O2)cc1 (stereo not given)	5	14	4	2	3	-1	13	1	0
CC(C)[C@H]1C=C(C(=O)O)O[C@@H](OCCCCO)C1	5	4	-2	-6	1	-4	-1	9	-1
O=C(Nc1nc2ccccc2s1)C1CC(=O)N(c2ccccc2)C1 (stereo not given)	16	12	-8	-2	-2	-1	3	-6	0
COC(=O)c1cccc(NC(=O)NC2CCCN2S(=O)(=O)c2ccc(Cl)cc2)c1 (stereo not given)	.	5	9	.	.	0	.	.	0
COc1ccc2c(c1)OC[C@H]1[C@H]2N2C(=O)CN(CCc3c[nH]c4ccccc34)C(=O)[C@@]2(C)[C@H]1c1ccccc1	12	16	5	0	-3	9	-9	8	-2
Cc1cc(C)cc(NC(=O)COC(=O)COc2ccc(N(C)S(=O)(=O)c3cccs3)cc2)c1	11	-3	18	-7	-8	-3	8	-6	1
C#Cc1ccc([C@@H]2C=C(C(=O)N3CCN(Cc4ccccc4)CC3)O[C@H](OCCCCO)C2)cc1	7	-46	.	-10	-3	.	1	-5	-7
Cc1oc(-c2cccc(Cl)c2)nc1CN(C)C1CCOC1 (stereo not given)	10	14	4	-3	-3	-8	19	4	0

3 compounds from above, ordered by the number in PfG6PD inh, largest number first.
mol	SENP8 block-1	PfG6PD inh	SENP6 block	SENP8 block-2	HKDC1 inhibitor	NLRP3 yeast inh	SENP7 inh	SENP1 FRET inh
COc1ccc2c(c1)OC[C@H]1[C@H]2N2C(=O)CN(CCc3c[nH]c4ccccc34)C(=O)[C@@]2(C)[C@H]1c1ccccc1	16	5	0	-3	9	-9	8	-2
Cc1cc(C)cc(N(CCC#N)C(=O)CSc2n[nH]c(N)n2)c1	-1	-2	-14	1	-5	6	-18	-1
CC(C)(O)CC[C@@H](O)[C@](C)(O)C1CC[C@@]2(O)C3=CC(=O)[C@]4(O)C[C@@H](O)[C@@H](O)C[C@]4(C)C3CC[C@]12C (stereo not given in full)	3	-5	-16	3	3	19	4	0

(listing goes on)
SMILES	Apaf-1 inh	SENP8 block-1	PfG6PD inh	SENP6 block	SENP8 block-2	HKDC1 inhibitor	NLRP3 yeast inh	SENP7 inh	SENP1 FRET inh
COc1ccc(NC(=O)Cn2cnc3c(nnn3-c3ccc(C)cc3)c2=O)cc1	-17	.	.	-9	-2	.	-15	-1	.
Cc1c(Cl)cccc1NC(=O)CCS(=O)(=O)c1cccc2nonc12	-2	11	-11	-20	5	-6	7	-1	1
Cc1csc(=O)n1CC(=O)Nc1ccc(Cl)cc1F	-5	8	8	-10	3	5	-3	-1	0
O=C(O)CSCC(=O)N1CCN(Cc2ccc3c(c2)OCO3)CC1	-1	13	-4	-12	2	-5	2	0	1
O=C(NCCc1ccccc1)c1c[nH]c2c(F)cccc2c1=O	-12	14	-10	-19	-11	2	22	-7	1
COc1ccc(NC(=O)c2cc(-c3ccco3)on2)c(OC)c1	-5	-28	6	1	10	-3	27	1	2
O=C(NN(Cc1ccccc1)Cc1ccccc1)c1ccccc1	.	8	-4	.	.	-8	.	.	2
CC(C)C(=O)Nc1ccc(O)c(-c2csc(N)n2)c1	-5	13	7	-1	-1	-6	12	-4	0
Cc1cc(C(=O)NCCc2ccc(Cl)cc2)c2ccccc2n1	9	-1	-6	-28	6	-4	24	2	-5
COc1ccc(Br)cc1CN(C)C(=O)c1cnc(C)cn1	0	15	-5	2	3	3	-11	3	-2
COc1ccc2c3n(nc2c1)CCN=C3c1ccc(Cl)cc1	4	9	-2	0	4	2	-4	1	1
c1ccc(CSc2nnc(-c3ccncc3)o2)cc1	-4	17	-5	-17	-5	1	-9	-6	3
Cc1ccc(NC(=O)CS(=O)CC(=O)NCC2CCCO2)cc1 (stereo not given)	4	6	-8	1	-9	0	2	11	1
CCSc1nnc(NC(=O)CSc2nccn2-c2cc(C)cc(C)c2)s1	20	.	-13	-22	-11	1	6	-16	.
Cc1nn(C)c(C)c1NC(=O)c1ccccc1NC(=O)Nc1ccccc1	-12	9	5	-10	2	-3	20	-12	1
NC(=O)C1CCN(C(=O)COc2ccc(S(=O)(=O)NC3CCCC3)cc2)CC1	0	9	9	14	1	-4	17	9	0
CCOc1ccccc1NC(=O)CS(=O)(=O)c1cn(CC(=O)N2CCOCC2)c2ccccc12	-1	4	-4	-14	1	1	9	-10	1
O=C(CN1CCN(c2cccc(Cl)c2)CC1)NC1CCCc2ccccc21 (stereo not given)	27	5	3	-16	-14	-1	8	-4	-2
O=C(O)c1ccc(N/N=C/c2ccc(F)c(F)c2)cc1	-1	-116	1	98*	97*	-2	2	97*	-8
Cc1ccc(CNC(=O)C(Cc2ccccc2)NS(=O)(=O)c2ccc(Br)s2)cc1 (stereo not given)	16	3	9	-33	-8	19	5	-8	-10
CCN(CC)CCn1c(NCc2ccco2)nc2ccccc21	-9	6	14	4	-4	-13	2	3	-3
c1coc(CN2CN=C(Nc3nc4ccccc4s3)NC2)c1	15	17	10	-1	-7	4	6	-4	1
Cn1cc(CC(=O)NCCCN2CCOCC2)c2ccccc21	-3	13	-19	3	-6	-6	-14	2	0
COc1cccc(CN2CCN(Cc3cc(OC)c(OC)cc3[N+](=O)[O-])CC2)c1	-7	-41	4	6	1	12	9	4	-2
COCCN(C(=O)COC(=O)c1cccc2ccccc12)c1c(N)n(Cc2ccccc2)c(=O)[nH]c1=O	10	3	-4	-9	-14	-3	6	16	0

Carrying on:
SMILES	Apaf-1 inh	SENP8 block-1	PfG6PD inh	SENP6 block	SENP8 block-2	HKDC1 inhibitor	NLRP3 yeast inh	SENP7 inh	SENP1 FRET inh
CC(=O)N1CCc2ccc(S(=O)(=O)N3CCN(C)CC3)cc21	1	18	-8	-25	-19	-9	-2	-2	1
CCOC(=O)c1cccc(NC(=O)Cn2cc3c(n2)CCC(C)C3)c1 (stereo not given)	4	12	-8	-11	-15	1	14	11	-1
C#CCNC(=O)C1=C[C@@H](c2coc3ccccc3c2=O)C[C@@H](OCc2ccc(CO)cc2)O1	1	26	-1	-5	-16	1	11	-10	1
N#Cc1nc(COc2ccccc2F)oc1NCCCn1ccnc1	4	-3	3	7	1	-6	10	15	-1
COc1ccccc1-n1ccnc1SCC(=O)NC(C)(C)C	-16	10	6	1	5	-4	7	4	0
Cc1cc(OCC(=O)OCC(=O)N(C)Cc2ccccc2C)ccc1Cl	17	12	8	-1	-13	1	10	-5	5
Cc1ccc(C)c(NC(=O)CSc2nnc(C)c(=O)n2N)c1	0	7	-9	-10	-6	-5	-2	-2	3
O=C(O)c1cc2ncc(-c3[nH]ncc3[N+](=O)[O-])cn2n1	-4	13	-1	20	6	7	1	10	1
Cc1ccc(S(=O)(=O)Nc2nc3ccccc3nc2N2CCc3ccccc3C2)cc1	17	i	1	72*	22	5	22	86*	-17
C=CCN1C(=O)c2ccc(C(=O)N(C)CC(=O)Nc3ccc(Br)cc3C)cc2C1=O	0	5	-5	-6	6	-7	7	0	0
CCOC(=O)C1(CC2CCCCO2)CCN(S(=O)(=O)c2ccsc2)CC1 (stereo not given)	7	11	-22	-7	-2	-10	11	5	1
O=[N+]([O-])c1cccc(S(=O)(=O)NCCc2cn3ccccc3n2)c1	-12	14	4	-1	-1	-7	11	7	0
CC(C)n1c(CNC(=O)c2ccccc2F)nnc1SCC(=O)c1ccc(F)cc1	.	-6	-5	.	.	0	.	.	-9
c1ccc(-c2cncnc2)cc1	-4	16	-7	-2	-11	-2	12	-6	2
COc1ccc(NC(C)=O)cc1S(=O)(=O)NC(Cc1ccccc1)C(=O)NC(C)c1ccccn1 (stereo not given)	.	8	10	.	.	-5	.	.	0
CC(NC(=O)COC(=O)C1CC2CCCC(C1)C2=O)c1ccccc1 (stereo not given)	-5	11	-20	15	12	0	-7	2	1
CCOC(=O)N1CCN(C(=O)c2ccc(N(C)S(=O)(=O)c3ccc(C)cc3)cc2)CC1	13	10	4	-12	-2	6	14	6	1
CS(=O)(=O)N(CC(=O)N1CCN(c2cccc(Cl)c2)CC1)c1cccc(F)c1	2	35	-8	0	2	-3	22	4	1
CCC(Sc1nc(C)cc(C)n1)C(=O)NC1=NN=C(c2ccc(C)cc2)CS1 (stereo not given)	13	12	10	-20	-6	-149	16	-9	-3

Part of the list above with just HKDC1 inhibitor and NLRP3 yeast inh.
molecule | HKDC1 inhibitor | NLRP3 yeast inh
COc1ccccc1-n1ccnc1SCC(=O)NC(C)(C)C | -4 | 7
O=[N+]([O-])c1cccc(S(=O)(=O)NCCc2cn3ccccc3n2)c1 | -7 | 11
c1ccc(-c2cncnc2)cc1 | -2 | 12
CS(=O)(=O)N(CC(=O)N1CCN(c2cccc(Cl)c2)CC1)c1cccc(F)c1 | -3 | 22
N#Cc1nc(COc2ccccc2F)oc1NCCCn1ccnc1 | -6 | 10
C#CCNC(=O)C1=C[C@@H](c2coc3ccccc3c2=O)C[C@@H](OCc2ccc(CO)cc2)O1 | 1 | 11
CCOC(=O)c1cccc(NC(=O)Cn2cc3c(n2)CCC(C)C3)c1 (stereo not given) | 1 | 14
